From PubChem BioAssay
Y pestis TopoI: inhibitors of Yersinia pestis topoisomerase I; Y. pestis Topo-I cleavage product accumulation, plate reader; activity, % at 10 µM; 360,000 compounds, 0.064% hits; in the data active means activity above about 50%, passing the limit was not always enough; inconclusive means no clear call, values can overlap the other calls; further: inactives centre near 2
Mtb UGM inh: blocks M. tuberculosis UGM enzyme; P9WIQ1; 320,000 compounds, 0.06% hits; purified UGM, fluorescence polarization probe displacement; inhibition, % at 10 µM; in the data active means inhibition above about 10%, passing the limit was not always enough; inconclusive means no clear call, values can overlap the other calls
Target sequence (P9WIQ1 whole entry, looked up): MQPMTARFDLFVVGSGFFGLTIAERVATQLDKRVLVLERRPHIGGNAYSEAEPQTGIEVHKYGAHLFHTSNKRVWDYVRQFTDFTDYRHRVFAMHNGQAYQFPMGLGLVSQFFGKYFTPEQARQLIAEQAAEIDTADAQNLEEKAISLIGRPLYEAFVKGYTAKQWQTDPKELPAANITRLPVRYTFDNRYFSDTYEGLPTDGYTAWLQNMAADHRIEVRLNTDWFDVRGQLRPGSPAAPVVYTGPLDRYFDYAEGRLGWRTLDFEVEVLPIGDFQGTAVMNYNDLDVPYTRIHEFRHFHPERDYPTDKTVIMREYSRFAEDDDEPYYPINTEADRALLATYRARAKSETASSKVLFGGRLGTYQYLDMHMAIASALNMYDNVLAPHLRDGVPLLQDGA
PfHsp40 yeast: restores yeast growth despite PfHsp40 toxicity; S. cerevisiae expressing PfHsp40, growth rescue, ATP luminescence; growth rescue, % at 12.5 µM; 340,000 compounds, 0.68% hits; in the data active means growth rescue above about 28%, passing the limit was not always enough; inconclusive means no clear call, values can overlap the other calls;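 further: yeast W303a lacking pdr1 and pdr3 grown in galactose medium; growth measured after three days at 30 °C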
GDH-TPI counter: counter-screen for M. tuberculosis FBA inhibitors: GDH-TPI coupled enzymes | GDH-TPI coupled enzyme counterscreen, NADH absorbance | inhibition, % at 4.8 µM | 360,000 compounds, 1.2% hits; in the data active means inhibition above about 30%;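 further: 0% = DMSO wells and 100% = wells lacking the enzyme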
Mtb BioA inh: inhibitors of Mycobacterium tuberculosis BioA enzyme. purified M. tuberculosis BioA enzyme, plate reader. inhibition, % at 9.99 µM. 360,000 compounds, 0.096% hits; in the data active means inhibition above about 40%; inconclusive means no clear call, values can overlap the other calls
FadD28 binding: blocks FadD28 binding to the bisubstrate probe; fluorescence polarization; inhibition, % at 12.5 µM; 360,000 compounds, 0.22% hits; AID 588549; in the data active means inhibition above about 8.5%, passing the limit was not always enough; inconclusive means no clear call, values can overlap the other calls
BH1578 lux ind: induces V. cholerae light production without autoinducers | V. cholerae BH1578 lux reporter, luminescence, 6 h | 350,000 compounds, 0.16% hits | activation, % at 18.7 µM | AID 588436; in the data active means activation mostly above about 9.7%, no sharp cut-off; inconclusive means no clear call, values can overlap the other calls; inactive means mostly below about 3.7%; further: not every result past the cut was called active; inactives centre near 0; reference of the scale not given here
Mtb FBA inh: inhibits M. tuberculosis FBA enzyme | P9WQA3 | purified M. tuberculosis FBA, fluorescence read-out | inhibition, % at 1 µM | 360,000 compounds, 2.3% hits; in the data active means inhibition above about 27%;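 further: 0% = vehicle and 100% = reference inhibitor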
Target sequence (P9WQA3 whole entry, looked up): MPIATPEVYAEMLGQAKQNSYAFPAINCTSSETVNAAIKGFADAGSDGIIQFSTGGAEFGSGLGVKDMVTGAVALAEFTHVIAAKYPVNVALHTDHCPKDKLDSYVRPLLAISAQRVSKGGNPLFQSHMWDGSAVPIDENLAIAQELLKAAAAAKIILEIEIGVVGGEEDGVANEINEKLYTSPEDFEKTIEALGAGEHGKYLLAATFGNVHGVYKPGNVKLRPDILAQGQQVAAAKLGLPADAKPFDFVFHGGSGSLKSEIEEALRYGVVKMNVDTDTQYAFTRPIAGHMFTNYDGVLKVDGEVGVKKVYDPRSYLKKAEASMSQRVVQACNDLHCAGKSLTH
TcdB GH inh: TcdB glycohydrolase inhibition; TcdB glycohydrolase enzymatic assay, plate reader; inhibition, % at 9.99 µM; 350,000 compounds, 0.24% hits; AID 652162; in the data active means inhibition above about 10%
Numbers without * were called inactive; i = inactive; ? = inconclusive; . = no result given; + = active, no number.

SMILES	Y pestis TopoI	Mtb UGM inh	PfHsp40 yeast	GDH-TPI counter	Mtb BioA inh	FadD28 binding	BH1578 lux ind	Mtb FBA inh	TcdB GH inh
COc1cccc(NC(=O)N2CCCC2C(=O)NCc2ccccc2F)c1 (configuration not stated)	-10	-0.1	3.0	-3	.	0.5	-0.2	3	0.7
O=[N+]([O-])c1ccc(S(=O)(=O)Nc2ccc(-c3ccc(N4CCCC4)nn3)cc2)cc1	-8	.	0.7	16	-0.9	-1.5	i	4	1.1
CCOc1ccc(S(=O)(=O)N/N=C(\C)c2ccc(OC)cc2OC)cc1	-5	-3.7	-1.1	6	.	-4.1	-1.2	-3	0.9
CCc1nc(C)ccc1OCC(=O)NCCCN(C)C	-10	-0.8	-0.2	11	-5.1	-0.3	-1.3	1	.
CCOc1ccc(Oc2ccc(Cl)cc2NC(=O)C2=COCCO2)cc1	-1	-1.7	3.5	4	0.1	-2.4	i	6	-0.2
CCCCNCCCOc1cccc(Cl)c1Cl	-5	2.4	0.8	3	.	-2.5	0.9	0	-0.6
COc1cc([N+](=O)[O-])ccc1NC(=O)Nc1cnccn1	-7	-1.5	-0.7	0	-1.7	0.0	0.0	-1	1.5
Cc1ccc(-c2nnc(SCC(=O)Nc3cccc(C(=O)N4CCOCC4)c3)n2C)cc1	5	3.2	0.3	3	.	0.7	-0.2	-3	.
O=C(CSc1nnc(CNc2cccc(Cl)c2)o1)OC1CCCCC1	-1	-2.2	21	11	-0.1	0.0	1.2	4	.
CCOC(=O)c1[nH]c2ccc(Br)cc2c1NC(=O)CCN1CCC(C)CC1	2	3.0	2.8	4	-0.7	-0.5	i	-5	.
Cc1c(C(=O)NCc2ccccc2C(F)(F)F)sc(=O)n1Cc1cccc(C(F)(F)F)c1	8	.	.	-3	-1.6	-4.1	-0.5	-1	0.8
COC(=O)c1ccc(C(c2c(C)[nH][nH]c2=O)c2c(C)[nH][nH]c2=O)cc1	1	0.3	0.1	3	0.9	-2.2	i	0	1.5
CC(=O)c1cc(C#N)c(SCC(=O)C(C)(C)C)nc1C	-2	0.6	1.3	11	-0.2	0.4	-0.4	3	.
O=S(=O)([O-])C/C(=C\c1ccc(Cl)cc1)c1cc[n+](CCO)cc1	5	-0.2	-1.5	14	.	-0.3	-1.5	-1	1.9
CC(C)(C)OC(=O)NCCc1nnc(SCc2ccccc2)o1	-4	-0.3	.	2	3.7	-4.2	-0.4	-4	1.0
CC1=C(C(=O)OCC(C)C)C(c2ccc(F)cc2)NC(=O)N1 (configuration not stated)	5	1.0	-1.1	-2	1.1	-0.3	-1.5	-1	0.8
CCC(NC(=O)OCc1ccccc1)C(=O)Oc1ccc2ccc(=O)oc2c1 (configuration not stated)	13	-2.3	1.0	20	-0.9	-0.1	1.5	+	1.2
COC(=O)C1=C(C)N(Cc2ccccc2)C(=S)N[C@H]1c1ccccc1	-3	-0.7	2.1	2	-0.7	1.5	i	3	1.0
CCCn1c(SCC(=O)Nc2ccc3c(c2)OCO3)n[nH]c1=O	2	-0.4	0.3	-3	0.4	-0.3	-0.9	0	-1.0
CSc1ccc(CN2CCC(C)(Oc3ccc(-n4ccnc4)cc3)C2)cc1 (configuration not stated)	31	.	.	4	1.4	-3.8	-0.9	-2	1.5
CCCCN(C(=O)c1cc(S(=O)(=O)N2CCCCC2)ccc1Cl)c1c(N)n(CC(C)C)c(=O)[nH]c1=O	6	.	-0.3	5	0.5	-0.5	i	-1	1.6
CSc1ccc(CCNC(=O)C2CCCN(c3nn4c(=O)cc(C)nc4s3)C2)cc1 (configuration not stated)	20	-0.5	-0.6	9	6.2	-1.9	-0.2	0	3.6
CC1=C(C(=O)Nc2ccc([N+](=O)[O-])cc2)C(c2cccc(C(F)(F)F)c2)NC(=S)N1c1ccccc1 (configuration not stated)	-10	-1.1	-1.2	9	.	-3.9	0.5	-2	.
O=c1cc(-c2ccccc2O)nc(-c2ccccc2)[nH]1	1	-0.5	-1.1	4	.	1.2	-0.3	-4	0.8
Fc1cccc(Cl)c1/C=N/Nc1ccccn1	14	-0.7	-0.9	12	-0.5	-0.4	-0.2	0	0.4
Cc1ccc(/C=C(/NC(=O)c2ccccc2)C(=O)NC(Cc2c[nH]c3ccccc23)C(=O)O)cc1 (configuration not stated)	6	5.3	1.1	0	.	0.6	-0.3	0	0.2
CC(=O)Nc1cccc(NC(=O)CS(=O)(=O)c2cn(CC(=O)N3CCOCC3)c3ccccc23)c1	-5	-0.3	0.1	-11	.	-3.0	i	0	0.8
CC(C)NC(=O)C1(N2C(=O)c3ccccc3C2=O)CCCC1	-8	.	-0.2	17	-1.7	-0.7	0.8	3	-6.6
Cc1cc(=O)oc(C)c1C(=O)N1CCc2c([nH]c3ccccc23)C1C(C)C (configuration not stated)	2	4.1	1.3	8	-0.7	-0.8	-0.1	4	0.6
COC(=O)c1cccc(Nc2nc(-c3ccncc3)nc3ccccc23)c1	-1	0.8	-0.2	-1	0.7	-0.8	-0.9	1	0.4
CC(OC(=O)CN1C(=O)c2ccccc2C1=O)C(=O)c1ccccc1 (configuration not stated)	3	-1.0	-0.4	-1	-0.4	.	i	-3	-0.1
COc1cc(CNCc2cccnc2)ccc1OCC(=O)NC(C)(C)C	0	1.7	?	5	.	0.2	-2.7	1	0.2
CCc1ccc(CNC(=O)C2CCCN(c3nc4ccccc4o3)C2)cc1 (configuration not stated)	1	1.4	1.4	21	.	-1.4	-0.4	2	.
O=C(COC(=O)c1ccccc1Br)NCC1CCCCC1	15	-1.4	.	0	-0.8	-3.5	-0.1	-3	1.8
COC(=O)CN1C(=O)Nc2ccc(Br)cc2C1c1ccccc1Cl (configuration not stated)	29	-0.5	1.9	-11	2.7	-5.2	-0.1	1	.
CC1CC1C(=O)OCC(=O)Nc1ccccc1Oc1ccccc1 (configuration not stated)	14	0.5	0.0	-5	.	-1.1	-0.2	-5	1.1
C=CCn1c(-c2ccc([N+](=O)[O-])cc2)n[nH]c1=S	-3	-1.5	-0.3	11	1.2	-0.6	0.3	-2	.
O=C(CN1C(=O)CSc2ccccc21)Nc1ccccc1C(=O)N1CCOCC1	0	2.2	-0.4	-4	-0.4	0.7	-0.3	2	.
CCN1CCN(S(=O)(=O)c2ccc(Cl)c(C(=O)Nc3nnc(C)s3)c2)CC1	3	-1.8	-1.0	-10	0.6	-0.5	-0.2	2	0.9
Cc1c(NC(=O)CNCc2ccc3c(c2)OCO3)c(=O)n(-c2ccccc2)n1C	-1	0.8	0.7	-5	-1.4	-3.0	-0.1	1	-1.5
O=C(CCCCCCCCC(=O)N/N=C/c1ccco1)N/N=C/c1ccco1	-8	-2.7	-0.2	9	-2.4	-0.6	i	0	0.5
O=C(NCCc1nc2ccccc2[nH]1)c1ccc(Cl)c([N+](=O)[O-])c1	-8	1.2	4.9	2	.	2.0	i	5	1.8
Nc1ccc(-n2cnc3cc([N+](=O)[O-])ccc32)cc1	-9	1.2	1.6	0	0.8	-2.4	-0.6	1	.
CN(CCCNC(=O)Cn1c(=O)c2cccn2c2ccccc21)Cc1ccccc1	9	1.4	-1.2	3	-1.0	-1.6	-0.2	1	1.8
CC(C)CN1C(=O)C(=O)N(CC(=O)c2ccc[nH]2)C1=O	1	.	-1.3	10	.	-1.4	i	3	1.8
Cc1nn(CC(=O)NCCCN2CCCC2)c(=O)c2nn(-c3ccccc3)c(C)c12	2	0.9	0.4	3	2.9	-0.7	i	-1	-0.8
CC1CCCCC1NC(=O)CSc1nnc(CC(=O)Nc2ccccc2F)n1C (configuration not stated)	2	-0.1	-1.0	-1	-2.2	-0.6	-0.2	0	1.1
N#CC1(NC(=O)COC(=O)c2nc(Cl)ccc2Cl)CCCCC1	5	-0.4	0.0	-1	.	-2.7	i	-2	-0.1
COC1=C(Nc2ccccc2OC)C(=O)c2ccccc2C1=O	-11	0.5	1.1	8	0.7	-2.5	-0.1	0	0.1
CSc1nncc(=O)[nH]1	3	-3.8	0.9	1	.	-0.8	-0.9	-3	.
CC1(C(=O)Nc2ccc(Cl)c(Cl)c2)CCN1CCc1ccccc1 (configuration not stated)	19	.	.	3	-0.5	-2.5	i	-4	0.5
NCCCNC(=O)c1cc2ccccc2[nH]1	-10	-0.7	0.5	4	0.4	-6.9	-3.1	10	.
CC(=O)Nc1ccc(NC(=O)C(C)OC(=O)c2ccc(OCc3c(C)noc3C)cc2)cc1 (configuration not stated)	18	-0.7	0.5	1	.	-5.2	1.5	-2	.
O=c1[nH]ncn1-c1cccc(C(F)(F)F)c1	1	-0.4	0.2	5	0.4	-1.9	6.7	0	.
Cc1nc(N)c(Cc2ccc(Cl)cc2Cl)c(N)n1	5	1.6	0.8	3	.	-1.7	-0.2	2	0.7
Cc1cc(C)n(Cc2ccc(C(=O)O)cc2)n1	6	-0.5	1.0	-7	-0.6	1.2	-0.3	0	-0.1
NNC(=O)c1cccc(COc2ccccc2Br)c1	2	-0.2	1.0	4	-1.5	-7.4	i	-1	.
O=S(=O)(NCC(c1ccco1)N1CCN(c2ccc(F)cc2)CC1)c1ccc(F)cc1 (configuration not stated)	-6	0.6	0.4	6	0.5	-0.9	-0.2	-3	.
Cc1onc(-c2ccccc2)c1C(=O)Nc1nc2c(s1)CCCC2	-1	-0.2	2.7	-11	-1.1	-2.0	7.6*	0	.
Cn1c(SCc2cccc([N+](=O)[O-])c2)nc2c(c1=O)SCC2	26	1.2	0.4	14	.	0.7	-0.9	-4	0.4

A second format for 4 compounds above:
Cc1nc(N)c(Cc2ccc(Cl)cc2Cl)c(N)n1
  Y pestis TopoI: 5
  Mtb UGM inh: 1.6
  PfHsp40 yeast: 0.8
  GDH-TPI counter: 3
  Mtb BioA inh: .
  FadD28 binding: -1.7
  BH1578 lux ind: -0.2
  Mtb FBA inh: 2
  TcdB GH inh: 0.7

O=S(=O)(NCC(c1ccco1)N1CCN(c2ccc(F)cc2)CC1)c1ccc(F)cc1 (configuration not stated)
  Y pestis TopoI: -6
  Mtb UGM inh: 0.6
  PfHsp40 yeast: 0.4
  GDH-TPI counter: 6
  Mtb BioA inh: 0.5
  FadD28 binding: -0.9
  BH1578 lux ind: -0.2
  Mtb FBA inh: -3
  TcdB GH inh: .

CC(=O)Nc1ccc(NC(=O)C(C)OC(=O)c2ccc(OCc3c(C)noc3C)cc2)cc1 (configuration not stated)
  Y pestis TopoI: 18
  Mtb UGM inh: -0.7
  PfHsp40 yeast: 0.5
  GDH-TPI counter: 1
  Mtb BioA inh: .
  FadD28 binding: -5.2
  BH1578 lux ind: 1.5
  Mtb FBA inh: -2
  TcdB GH inh: .

CC1(C(=O)Nc2ccc(Cl)c(Cl)c2)CCN1CCc1ccccc1 (configuration not stated)
  Y pestis TopoI: 19
  Mtb UGM inh: .
  PfHsp40 yeast: .
  GDH-TPI counter: 3
  Mtb BioA inh: -0.5
  FadD28 binding: -2.5
  BH1578 lux ind: i
  Mtb FBA inh: -4
  TcdB GH inh: 0.5

Next structures follow.
SMILES	Y pestis TopoI	Mtb UGM inh	PfHsp40 yeast	GDH-TPI counter	Mtb BioA inh	FadD28 binding	BH1578 lux ind	Mtb FBA inh	TcdB GH inh
COCC1CCN(C(=O)C2CCC(=O)N(CC3CCCCC3)C2)CC1 (configuration not stated)	-4	-3.1	0.9	-1	-0.1	-1.3	-0.3	-3	0.8
O=Cc1cn(Cc2ccccc2)nc1-c1cccnc1	-2	4.0	-1.4	-1	.	0.8	2.1	8	2.0
CC(Sc1ncccn1)C(=O)N1CCc2ccccc21 (configuration not stated)	-1	.	0.5	-7	3.9	-4.5	-1.5	1	3.1
Cc1ccc(C(=O)CN(Cc2ccccc2)C2=NCCS2)cc1	9	0.9	0.3	2	2.1	0.9	-0.3	-1	0.5
COCCn1c(C)cc(C(=O)COC(=O)c2ccc(Cl)c(S(N)(=O)=O)c2)c1C	-8	-0.9	-1.0	-3	-6.0	1.7	i	5	0.3
CCOC(=O)c1cc(C(C)=O)n2ccccc12	6	-1.5	0.6	27	-1.2	-5.5	-1.8	0	.
CCOC(=O)C1CCN(C2CC(=O)N(c3ccc(OCC)cc3)C2=O)CC1 (configuration not stated)	-12	1.0	21	-4	-0.3	-4.2	i	-2	.
COc1ccccc1N1CCN(c2ccc(N3C(=O)CCC3=O)cc2[N+](=O)[O-])CC1	-4	7.3	-0.7	2	-0.3	-3.2	-0.6	-1	-0.2
O=C(CC(=O)NC1CCCCC1)N/N=C/c1ccccc1Cl	5	-3.5	0.3	-1	-0.6	-1.0	-0.4	-1	.
